Assay outcomes deposited in PubChem BioAssay by National Center for Advancing Translational Sciences (NCATS).
B2AR arrestin: recruits beta-arrestin to the human beta2-adrenergic receptor; Potency, µM (titrated, usually from 46.1 µM), without a hit: top-dose activation, most hits filed as activators; beta-arrestin recruitment to beta2AR, cell-based reporter; 0.02% of 330,000 active; AID 492947;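 also: potency is read from the fitted curve at half-maximal effect; 0% = DMSO controls and full agonism = EC100 isoproterenol or metaproterenol; nearly all actives have a fitted effect of over 65% in size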
USP2a block: inhibitors of human ubiquitin-specific protease USP2a; O75604; USP2 core, Ub-CHOP2 coupled fluorogenic reporter, 485/531; Potency, µM (doses to about 38.3 µM), inactives show at the highest dose activity change, negative = inhibition, actives largely listed as inhibitors; 0.01% of 330,000 active;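 also: potency is read from the fitted curve at half-maximal effect; plate controls were DMSO wells for no effect and full inhibition by NEM control for full effect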
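Cell-free coupled assay: 10nM USP2 core preincubated 30min RT with compound in Tris-HCl pH 8.0/CaCl2/CHAPS buffer, then 25nM Ub-CHOP2 and 25nM reporter substrate; fluorescence (Ex 485/Em 531) read after 60min RT, normalized to NEM inhibition, concentration-response curves fitted.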
S-ASM inh: inhibitors of human secretory acid sphingomyelinase; P17405; 0.006% of 340,000 active; Potency, µM (titrated, usually from 57.5 µM), without a hit: at the top dose activity change, negative = inhibition, usual class: inhibitors; placental ASM, HMU-PC fluorogenic substrate, 60 min; also: potency is read from the fitted curve at half-maximal effect
Target sequence (P17405 47-631 limits assumed): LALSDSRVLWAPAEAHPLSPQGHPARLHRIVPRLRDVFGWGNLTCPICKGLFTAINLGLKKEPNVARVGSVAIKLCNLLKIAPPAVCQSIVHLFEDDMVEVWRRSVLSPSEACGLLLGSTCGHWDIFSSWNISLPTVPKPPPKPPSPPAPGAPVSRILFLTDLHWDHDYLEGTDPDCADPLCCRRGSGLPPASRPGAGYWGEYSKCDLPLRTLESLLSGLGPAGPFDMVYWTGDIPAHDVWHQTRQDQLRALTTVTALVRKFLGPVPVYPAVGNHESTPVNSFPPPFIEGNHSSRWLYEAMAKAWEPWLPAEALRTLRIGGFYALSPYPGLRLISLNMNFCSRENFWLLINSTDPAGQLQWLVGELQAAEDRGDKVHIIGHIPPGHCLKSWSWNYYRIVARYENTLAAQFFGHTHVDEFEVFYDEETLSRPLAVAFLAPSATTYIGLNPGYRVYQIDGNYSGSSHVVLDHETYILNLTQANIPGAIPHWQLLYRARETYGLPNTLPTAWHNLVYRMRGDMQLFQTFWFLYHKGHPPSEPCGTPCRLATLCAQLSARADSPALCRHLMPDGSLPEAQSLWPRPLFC
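Human placenta-derived ASM preincubated with compound 10 min at room temperature, then reacted with 9 uM (final) fluorogenic HMU-PC substrate for 60 min at 37 C. Stop solution raises pH to 10; fluorescence read at Ex 386/Em 447 nm.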
ELG1 genotox: induces genotoxicity in HEK293T cells with luciferase-tagged ELG1 | Potency, µM (highest dose often 46 µM), inactives show at the top dose activity change, positive = activation, usual class: activators | HEK293T ELG1-luciferase reporter, luminescence, 16 h | 1.3% of 330,000 active; also: potency is read from the fitted curve at half-maximal effect; % of control where 0% means no effect; nearly all actives have a fitted effect of over 60% in size
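Step 1: seed 2,000 HEK293T ELG1-luciferase cells per well. Step 2: add compound or DMSO, incubate 16 hr at 37 °C. Step 3: ONE-Glo, 30 min at room temperature, read luminescence.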
p53 reactivator: restores transcriptional activity of mutant p53 | Potency, µM (titrated, usually from 92.2 µM), inactives show at the highest dose activity change, positive = activation, usual class: activators | 0.063% of 320,000 active | AID 504706 | H1299 p53-A138V BP100-luciferase reporter, luminescence, 24 h; also: potency is read from the fitted curve at half-maximal effect; % of control where 0% means no effect; nearly all actives have a fitted effect of over 45% in size
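H1299 (p53-null), stable ts p53-A138V + BP100-Luc; 1000 cells/well, Opti-MEM/10% FBS; cpd 4 pt, 1:5; 24 h, 37 deg C, 5% CO2; detection reagent 10 min RT; luminescence.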
a7 integrin act: integrin-mediated muscular dystrophy alleviation activation | 0.064% of 350,000 active | AID 624291 | Potency, µM (highest dose often 38.3 µM), for inactives: top-dose activation, usual class: activators | alpha7betagal myoblasts, beta-gal FDG fluorescence, 48 h;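 also: potency is read from the fitted curve at half-maximal effect; 100% = response of the positive control SU9516; nearly all actives have a fitted effect of over 60% in size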
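alpha7betagal+/- myoblasts (passage 13, 250/well) treated 48 h at 37C with compounds at 1:260 dilution of DMSO stock. Lysed, then beta-galactosidase activity read as FDG fluorescence (ex 480/em 540) after 30 min, with pre-read for autofluorescence.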
TSG101-PTAP inh: blocks PTAP/TSG101 interaction to inhibit HIV-1 budding | Q99816 | Fluorescence polarization, FITC-PTAP peptide / Tsg101 binding | Potency, µM (top dose mostly 115 µM), inactives show at the highest dose activity change, negative = inhibition, most hits filed as inhibitors | 340,000 tested, under 10 active | AID 493005; active = well fitted inhibition curve with a large enough effect in the main read-out, with a control signal flat, not every such curve was filed as active; inconclusive = small, poorly fitted or top-dose-only effect, or effect the other way, or a change in a side signal; inactive = no such curve, though single readings can be large or run the other way; also: potency is read from the fitted curve at half-maximal effect; % of control where 0% means no effect
Target sequence (Q99816 whole entry, looked up): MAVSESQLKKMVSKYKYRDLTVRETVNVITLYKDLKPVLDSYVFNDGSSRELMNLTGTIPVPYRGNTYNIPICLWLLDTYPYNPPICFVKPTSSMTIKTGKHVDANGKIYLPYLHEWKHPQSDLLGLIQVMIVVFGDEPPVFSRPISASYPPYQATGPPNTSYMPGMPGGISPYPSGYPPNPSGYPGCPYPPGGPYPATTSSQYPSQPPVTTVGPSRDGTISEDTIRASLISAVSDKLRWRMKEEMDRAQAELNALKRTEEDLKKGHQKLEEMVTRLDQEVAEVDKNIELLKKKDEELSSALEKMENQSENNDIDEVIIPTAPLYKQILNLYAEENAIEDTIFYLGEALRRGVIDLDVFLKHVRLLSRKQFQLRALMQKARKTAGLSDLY
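FP read-out: FITC-PTAP peptide, 50 nM final, binding Tsg101 binding domain, 10 uM final; 20 min, r.t.; 10 mM HEPES pH 7.5, 0.15 M NaCl, 0.01% Tween 20, 3 mM EDTA, 0.1 mM TCEP.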
uPA generation: inhibitors of cell surface uPA generation; cell surface uPA generation assay, qHTS; 0.31% of 330,000 active; Potency, µM (top dose mostly 38.3 µM), for inactives: top-dose activity change, negative = inhibition, usual class: inhibitors; active = well fitted inhibition curve with a large enough effect; inconclusive = small, poorly fitted or top-dose-only effect; inactive = no such curve, though single readings can be large or run the other way; tested in mouse RAW 264.7 cells; also: potency is read from the fitted curve at half-maximal effect; % is scaled to controls: 0 for no effect and ±100 for the full control effect; nearly all actives have a fitted effect of over 55% in size
BRCA1 expr up: increases BRCA1 expression | MCF7-BRCA1-FFLuc reporter, luminescence, 48 h; response scale: scaled: vehicle 0%, 10 µM genistein 100% | 1.1% of 380,000 active | Potency, µM (titrated, usually from 46.1 µM), for the others: top-dose activation, hits mostly activators | AID 624202; also: potency is read from the fitted curve at half-maximal effect; nearly all actives have a fitted effect of over 80% in size; some results filed as inactive show a strong effect at the top dose
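Luminescence from a BRCA1-driven firefly luciferase in MCF7 cells was read after 48 h compound exposure at 37 C. Data normalized against DMSO and a 10microM genistein activation control, then curve-fitted across the titration.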
TRPV1 ag: activates the human vanilloid receptor TRPV1 | activation, % at 8.33 µM | AID 540275 | 0.19% of 320,000 active | TRPV1-expressing cells, Fluo-8 calcium influx, agonist mode; in the data active = activation above about 80%; inconclusive = between about 30% and that limit; also: 0% is about no effect
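Cells expressing TRPV1 were dye-loaded with Fluo-8 and read kinetically: 10 s baseline, 3 min after compound (agonist portion), then 2 min after EC20 capsaicin (allosteric enhancer portion). Calcium-bound dye fluorescence at 480/520 nm.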
Eya2 inh: Eya2 (human) phosphatase inhibition | O00167 | AID 488837 | recombinant Eya2, OMFP fluorescence dephosphorylation (OMFP is methylfluorescein phosphate) | 0.006% of 330,000 active | Potency, µM (series often up to 76.9 µM), for inactives: at the top dose activity, negative = inhibition, hits mostly inhibitors; also: potency is read from the fitted curve at half-maximal effect; % is scaled to controls: 0 for no effect and ±100 for the full control effect
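Eya2 (0.2 uM) preincubated 10 min at ambient with compound, then OMFP substrate added at 50 uM; 10 min reaction in 50 mM HEPES pH 7.5, 50 mM NaCl, 5 uM MgCl2, 0.05% BSA, 1 mM DTT. Fluorescence read at Ex 485/Em 525 nm.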
* hit, by the source's call; ? = inconclusive; · = not tested or not shown; [ ] = remark or other dose. Unless noted, calls follow the shape of the dose curve; as a rule, active = well fitted curve in the direction sought with a large enough effect; inconclusive = small, poorly fitted or top-dose-only effect, or another doubt; inactive = no such curve, though single readings can be large; an effect the other way counts as inactive or inconclusive.

SMILES	B2AR arrestin	USP2a block	S-ASM inh	ELG1 genotox	p53 reactivator	a7 integrin act	TSG101-PTAP inh	uPA generation	BRCA1 expr up	TRPV1 ag	Eya2 inh
Oc1ccccc1N=Cc1c(O)ccc2ccccc12	5.5%	2%	-6%	0%	9%	0%	?	-12%	-47%	97*	?
CC(=O)N1N=C(c2ccc(Br)cc2)CC1c1cn(C)c2ccccc12 (configuration not stated)	-0.5%	3%	9%	0%	-6%	10%	-2%	-1%	-68%	-1	-4%
COc1ccc(-c2nc3ccccc3c(=O)n2CCOc2ccc(C)cc2C)cc1	-0.5%	1%	-4%	0%	16%	-7%	-3%	-3%	-39%	5	-4%
O=C(CSc1nnc(COc2ccc(Br)cc2)o1)N1CCOCC1	-0.1%	-1%	-1%	-6%	2%	2%	-2%	1%	1%	1	-4%
COc1ccccc1C(=O)NCCc1nc2ccccc2[nH]1	0.1%	0%	2%	3%	-22%	11%	-1%	9%	17%	3	7%
C[C@@H](C(=O)Nc1ccc2ccccc2c1)[C@H]1C[C@]1(C)[C@H](NS(=O)(=O)c1ccc(-c2ccccc2)cc1)c1ccccc1	-0.1%	0%	2%	0%	4%	-5%	-6%	20%	0%	0	-1%
CN(CC1CCCN(CCc2cccc(C(F)(F)F)c2)C1)C(=O)c1cc2ccccc2o1 (configuration not stated)	-0.4%	-6%	6%	0%	12%	-85%[inhibitor]	2%	0%	-56%	18	-3%
CN1CCN(CCNC(=O)Nc2ccc([N+](=O)[O-])cc2)CC1	0.1%	-1%	-3%	5%	-2%	-2%	-4%	-3%	3%	1	-1%
CCc1ccc2nc(N(CCN(C)C)C(=O)c3ccc4ncsc4c3)sc2c1	-0.3%	0%	-1%	3.7µM*	?	-13%	3%	0%	?	2	-6%
CCN(C(=O)CSc1ncccc1C(=O)O)C1CCCCC1	-0.3%	5%	4%	1%	-1%	?	-6%	14%	0%	0	7%
CC1Cc2ccccc2N1c1ncnc(N)c1[N+](=O)[O-] (configuration not stated)	-0.3%	0%	-7%	-27%	-1%	?	-8%	?	-1%	-1	-8%
Cc1cc(C(=O)Nc2ccccc2C(=O)N2CCCCC2)ccc1[N+](=O)[O-]	-0.2%	0%	8%	-3%	4%	9%	-5%	0%	-2%	5	1%
CCCCCn1c(CN2CCN(Cc3ccccc3)CC2)nc2c1c(=O)[nH]c(=O)n2C	-0.7%	-1%	4%	1%	-29%	-11%	-1%	·	9%	2	-14%
CCc1ccc(N2CC(C(=O)N/N=C/c3ccccc3OC)CC2=O)cc1 (configuration not stated)	-1.1%	-2%	-14%	6%	14%	0%	-1%	10%	-24%	13	-8%
Cc1ccc(NC(=O)CC2S/C(=N/N=C/c3c[nH]c4ccccc34)NC2=O)cc1 (configuration not stated)	-0.4%	2%	3%	15%	8%	30%	0%	11%	-5%	-2	-3%
CN(CC(=O)Nc1ccccc1Cl)CC(=O)c1c(N)n(Cc2ccccc2)c(=O)n(C)c1=O	0.0%	0%	-1%	0%	-6%	-18%	-5%	-13%	6%	-2	-4%
Nc1nc(-c2ccc3c(c2)NC(=O)CO3)cs1	-0.4%	1%	-1%	?	6%	6%	2%	-2%	0%	2	-4%
CC(Sc1nnc(Cc2cccs2)n1C1CCCCC1)C(N)=O (configuration not stated)	0.2%	0%	-1%	3%	3%	21%	-6%	6%	-14%	-4	7%
O=C(Cc1c(F)c(F)c(F)c(F)c1F)Nc1nc(-c2ccccc2)cs1	0.1%	2%	-20%	5%	7%	7%	-1%	25%	-39%	1	0%
CC(C)c1ccc(OCC(=O)NCc2ccco2)cc1	0.1%	0%	6%	0%	7%	15%	-3%	-5%	-10%	?	7%
CC[n+]1c(/C=C/N(C)c2ccccc2)n(-c2ccccc2)c2ccc(-c3nc4ccccc4s3)cc21	-1.3%	?	78%	-41%[inhibitor]	-92%[inhibitor]	-76%[inhibitor]	1%	-12%	-87%[inhibitor]	0	?
CSCCC(=O)Nc1cc(S(=O)(=O)N2CCOCC2)ccc1N1CCN(C)CC1	0.1%	11%	3%	1%	4%	3%	-4%	-2%	3%	-1	11%
Cc1cn(CC(=O)N[C@H](C)c2cccc3ccccc23)c(=O)[nH]c1=O	·	·	3%	·	·	22%	0%	4%	3%	·	·
COc1ccc(NC(=O)c2cc(-c3cccc(OC)c3)on2)cc1	-0.3%	1%	2%	6%	2%	3%	-1%	-5%	41%	11	-6%
Cc1ccsc1C1C(C#N)=C(N)N(N(C)C)C2=C1C(=O)CCC2 (configuration not stated)	-0.1%	0%	0%	21%	-5%	19%	-1%	2%	10%	-7	6%
O=C(NC1CCCCC1)C(Cc1ccccc1)NS(=O)(=O)c1cccs1 (configuration not stated)	0.0%	5%	-1%	-1%	3%	7%	-6%	-2%	4%	7	-5%
Cc1ccc(CNS(=O)(=O)c2ccc(-n3cnnn3)c(C)c2)cc1	-0.5%	-1%	-1%	-2%	-7%	10%	-2%	1%	-6%	22	-3%
CC(=O)OCC1OC(OCc2cn(C[C@H]3CC[C@H](Cn4cc(COC5OC(COC(C)=O)C(OC(C)=O)C(OC(C)=O)C5OC(C)=O)nn4)O3)nn2)C(OC(C)=O)C(OC(C)=O)C1OC(C)=O (some centres not stated)	-0.7%	0%	5%	-4%	5%	10%	-3%	4%	-9%	-3	-4%
O=C(Nc1cccc(C(F)(F)F)c1)N1CCC(c2nc(-c3ccc(F)cc3)no2)CC1	-0.3%	-7%	-17%	-8%	-7%	-40%	·	-11%	-69%	?	-25%
COc1cc(C(C)=O)ccc1OCC(=O)NC(=O)Nc1ccc(C)cc1C	-0.5%	0%	5%	3%	3%	?	0%	-1%	8%	·	-11%
COc1ccc(/C=C/C(=O)Nc2cccc(S(=O)(=O)NC3=NCCCCC3)c2)cc1OC	-0.7%	1%	1%	-2%	5%	2%	-11%	-18%	-5%	-4	-4%
O=C(c1cccc(N2C(=O)C3CC=CCC3C2=O)c1)N1CCCc2ccccc21 (configuration not stated)	6.1%	1%	-2%	22%	10%	2%	-1%	3%	-34%	-2	-4%
CCCc1cc(=O)[nH]c2nnc(SCC(=O)NCc3ccc4c(c3)OCO4)n12	0.4%	1%	2%	2%	-1%	-12%	-3%	-18%	-5%	0	23%
Cc1cccc(CN2CCN(c3nc4nonc4nc3NC3CC3)CC2)c1	2.8%	3%	3%	-2%	-5%	36%	-6%	2%	-7%	8	-8%
COc1ccc(CCNC(=O)CN2C(=O)NC3(CCCCC3)C2=O)cc1	-0.8%	2%	3%	0%	2%	-14%	0%	-1%	3%	·	-3%
Cc1ccc(N(CC(=O)Nc2cc(Cl)ccc2Oc2ccccc2)S(C)(=O)=O)cc1C	-0.8%	-3%	-6%	-10%	-1%	-23%	0%	1%	-61%	18	25%
CC1CCN(CCn2c(=S)[nH]c3cc4c(cc3c2=O)OCO4)CC1	0.1%	2%	-2%	-6%	-2%	-1%	-2%	5%	0%	0	5%
N#Cc1ccc(NC(=O)Nc2ccc(Cl)cc2)cc1	-0.2%	0%	-6%	17%	-1%	-49%[inhibitor]	-3%	-10%	-73%	29	5%
O=C(NN1C(=O)C2C3C=CC(C4CC34)C2C1=O)c1cccc(Br)c1 (configuration not stated)	0.1%	-1%	0%	-4%	-3%	40%	-1%	-8%	-17%	15	4%
CC(C(=O)NCc1ccccn1)N1C(=O)c2ccccc2C1=O (configuration not stated)	0.1%	2%	3%	-2%	-1%	1%	-10%	-2%	2%	2	13%
CC(C)C1NC(=S)N(C2CCCCC2)C1=O (configuration not stated)	-0.4%	1%	0%	0%	19%	7%	-4%	-7%	-13%	10	7%
CNC(=S)N/N=C/c1ccco1	0.0%	1%	-2%	-1%	1%	3%	-7%	5%	-5%	0	-4%
CCC(=O)c1ccccc1OCCCN1C(=O)NC(C)(C)C1=O	-0.3%	2%	4%	-2%	-8%	6%[7.66 µM]	-8%	·	0%	-1	7%
